Assay outcomes from PubChem.
MEKK2 mut-MEK5 = MEK5 binding signal on mutant MEKK2 PB1, primary screen, biochemical, multiplex bead flow cytometry, Alexa488-MEK5 | Alexa488-MEK5 binding to MEKK2 mutant | percent response, % at 10 µM | 290,000 compounds, 0.35% hits | AID 1530, 2009; in the data active = percent response above about 24%, passing the limit was not always enough; note: inactives centre near 1; some results filed as inactive read as strong as hits; reference of the scale not given here
IDE inh = human IDE inhibitors in live cells, primary screen, fluorescence polarization, HEK cells, FAbetaB substrate; 320,000 compounds, 0.41% hits; inhibition, % at 5.59 µM; FAbetaB cleavage; Insulin-degrading enzyme (Homo sapiens), P14735;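 active = percent inhibition above the average of all tested compounds plus 3 SD, set per screening campaign, cut at about 16% in these data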;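 note: IDE supplied by intact live HEK cells; FP after avidin binding of uncleaved biotin substrate so inhibition keeps polarization high; 0% = DMSO wells and 100% = 60 µM reference IDE inhibitor Ii1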
SUMO HTRF inh = inhibitors of in vitro SUMOylation cascade, primary screen, biochemical, HTRF, uHTS; HTRF SUMOylation assay, SAE1/SAE2 + UBC9; inhibition, % at 35 µM; 290,000 compounds, 0.36% hits; SUMO-conjugating enzyme UBC9 (Homo sapiens), P63279; AID 2006, 2009; in the data active = inhibition above about 50%, passing the limit was not always enough; note: strong numbers were not always called active
MEKK2wt PB1 HTS = modulators of MEK5 binding to wildtype MEKK2, primary screen, biochemical, multiplex bead flow cytometry, Alexa488-MEK5; binding response (% of control), % at 10 µM; Alexa488-MEK5 binding to MEKK2 WT; actives lie on both sides; Mitogen-activated protein kinase kinase kinase 2 (Homo sapiens), Q9Y2U5; 290,000 compounds, 1.1% hits; in the data active = binding response below about 67% or above about 130%
pCIP destab = p/CIP-EGFP fusion destabilizers, primary screen, fluorescence, F442A cells; Q05BA5; 16 h; decrease of EGFP signal, % at 10 µM; 290,000 compounds, 0.01% hits; AID 1984, 2009;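 active = EGFP signal decrease of at least 30% at 10 µM or well 3 SD below plate mean, unless failing retest; inactive = the rest, including hits failing retest or dose response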; note: some compounds called inactive have numbers as strong as hits; many of its hits are not listed in these tables
Target sequence (Q05BA5 1-1403): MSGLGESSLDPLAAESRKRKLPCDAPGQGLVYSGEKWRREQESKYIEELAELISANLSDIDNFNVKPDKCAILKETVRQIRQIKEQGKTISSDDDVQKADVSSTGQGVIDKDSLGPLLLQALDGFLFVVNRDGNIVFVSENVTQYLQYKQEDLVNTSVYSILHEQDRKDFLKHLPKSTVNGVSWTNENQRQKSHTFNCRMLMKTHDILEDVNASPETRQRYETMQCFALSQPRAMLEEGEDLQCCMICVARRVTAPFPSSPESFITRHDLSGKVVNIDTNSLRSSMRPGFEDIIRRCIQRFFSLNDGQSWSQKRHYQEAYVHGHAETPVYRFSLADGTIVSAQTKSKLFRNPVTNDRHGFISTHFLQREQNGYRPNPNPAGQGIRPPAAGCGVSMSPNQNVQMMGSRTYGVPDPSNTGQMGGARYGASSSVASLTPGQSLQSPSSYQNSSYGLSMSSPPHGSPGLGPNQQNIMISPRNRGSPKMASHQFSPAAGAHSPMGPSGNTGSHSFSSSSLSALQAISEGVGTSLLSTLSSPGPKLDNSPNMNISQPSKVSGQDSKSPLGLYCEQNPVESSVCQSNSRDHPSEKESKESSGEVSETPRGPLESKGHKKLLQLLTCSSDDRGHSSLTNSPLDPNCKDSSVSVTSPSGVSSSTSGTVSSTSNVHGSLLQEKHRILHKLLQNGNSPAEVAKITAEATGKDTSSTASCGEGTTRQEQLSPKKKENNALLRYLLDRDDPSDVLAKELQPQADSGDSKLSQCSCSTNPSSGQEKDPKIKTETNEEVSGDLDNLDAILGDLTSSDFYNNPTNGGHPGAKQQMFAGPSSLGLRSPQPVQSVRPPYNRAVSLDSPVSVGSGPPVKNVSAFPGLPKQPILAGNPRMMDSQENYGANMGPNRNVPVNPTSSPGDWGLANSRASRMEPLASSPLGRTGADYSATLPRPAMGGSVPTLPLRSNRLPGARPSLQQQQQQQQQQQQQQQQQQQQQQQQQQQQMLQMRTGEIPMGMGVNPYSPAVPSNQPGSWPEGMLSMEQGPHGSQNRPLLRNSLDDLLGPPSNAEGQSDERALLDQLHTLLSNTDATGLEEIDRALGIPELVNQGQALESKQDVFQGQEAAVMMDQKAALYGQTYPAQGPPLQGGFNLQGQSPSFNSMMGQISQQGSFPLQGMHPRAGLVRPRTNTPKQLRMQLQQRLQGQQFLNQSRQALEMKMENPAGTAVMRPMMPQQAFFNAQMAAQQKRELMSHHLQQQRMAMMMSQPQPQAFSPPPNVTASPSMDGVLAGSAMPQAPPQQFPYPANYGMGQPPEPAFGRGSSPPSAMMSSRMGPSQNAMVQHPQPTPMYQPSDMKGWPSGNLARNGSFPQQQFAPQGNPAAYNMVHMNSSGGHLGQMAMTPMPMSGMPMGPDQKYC
MEKK3 PB1 HTS = modulators of MEKK3-MEK5 PB1 binding, primary screen, biochemical, wildtype MEKK3, multiplex bead flow cytometry, Alexa488-MEK5 | binding response (% of control), % at 10 µM | AID 1529, 2009 | 290,000 compounds, 1.4% hits | bead-based flow cytometry, Alexa488-MEK5 binding to MEKK3; actives lie on both sides; 0 = blocked by unlabeled MEK5, 100 = vehicle;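 active = binding response more than 3 SD above or below the average of its plate-row segment, actives on both sides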;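 note: Alexa488 bead fluorescence after subtracting the streptavidin-only scavenger bead signal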
PfM18AAP inh = PfM18AAP inhibitors, malaria aminopeptidase, primary screen, biochemical, QFRET, recombinant enzyme; M18 aspartyl aminopeptidase (Plasmodium falciparum 3D7); H-Glu-NHMec fluorogenic cleavage; inhibition, % at 7.35 µM; 290,000 compounds, 1.2% hits; AID 1822, 2009;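 active = inhibition above the campaign mean inhibition over all tested compounds plus 3 SD, cut at about 28% in these data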;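 note: 0% = plate median of test compound wells and 100% = 2 mM ZnCl2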
NALP1 inh = NALP1 inflammasome inhibitors in reconstituted yeast, colorimetric, S. cerevisiae, triplicate retest | S. cerevisiae NALP1/ASC/caspase-1 growth, X-gal OD620, 72 h | 280,000 compounds, 0.61% hits | inhibition, % at 10 µM; in the data active = inhibition mostly above about 24%, no sharp cut-off; inactive = mostly below about 32%; note: some compounds called inactive have numbers as strong as hits
IDE act = human IDE activators in live cells, primary screen, fluorescence polarization, HEK cells, FAbeta-B substrate | FAbeta-B cleavage; 0% vehicle, 100% cell-free pure enzyme wells | 340,000 compounds, 0.073% hits | activation, % at 5.96 µM | AID 493087, 2011 | Insulin-degrading enzyme (Homo sapiens), P14735;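 active = activation above the mean of all tested compounds plus 3 SD, set per screening campaign, cut at about 17% in these data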
* hit, by the source's call; . = no result given.

SMILES	MEKK2 mut-MEK5	IDE inh	SUMO HTRF inh	MEKK2wt PB1 HTS	pCIP destab	MEKK3 PB1 HTS	PfM18AAP inh	NALP1 inh	IDE act
CC(C)NC(=S)N1CCC(Cc2ccccc2)CC1	-2	0	9	95	6	100	-1	-8	2
CCOC(=O)CN(C)Cc1c[nH]c2ccccc12	.	2	33	.	-16	.	4	-7	.
CCC(C)N(C(=O)Cn1c(Cl)nc2c1c(=O)n(C)c(=O)n2C)C1CCS(=O)(=O)C1 (stereo not given)	2	-2	3	102	9	96	-7	1	7
COc1ccc2oc(=O)c(C(=O)NCc3ccc(F)cc3)cc2c1	4	4	10	99	7	101	-3	3	3
Cc1cc(C)cc(NC(=O)c2cccc3c2C(=O)N(C2CCCCC2)C3)c1	-4	9	.	94	4	103	-1	7	2
COc1ccc(C(=O)C[n+]2cc(Br)cc3ccccc32)cc1[N+](=O)[O-]	10	4	-23	99	-5	100	4	-3	3
CC(C)CNC(=O)COC(=O)Cc1ccc(Cl)cc1	-1	-7	21	97	0	99	-2	-9	1
O=C(Nc1ccccc1C(=O)O)c1ccc(N2C(=O)C3CC=CCC3C2=O)cc1 (stereo not given)	5	-4	2	106	-17	105	3	-12	5
CCOC(=O)c1cnc2c(OC)cccc2c1N1CCN(c2ccccc2OC)CC1	1	4	-12	104	2	102	4	15	0
COCC1CCN(Cc2c(C(=O)N3CCc4ccccc4C3)nc3ccc(Cl)cn23)C1 (stereo not given)	3	.	12	97	-9	101	7	-4	4
COCCC1CCCCN1C(=O)c1ccc(OC2CCN(C(C)=O)CC2)c(OC)c1 (stereo not given)	0	-2	-2	104	4	98	0	23	1
Cn1c(Cl)cnc1C(O)(c1ccccc1)c1ccccc1	-16	1	8	89	2	86	3	-28	10
O=C(C1CCN(c2ncnc3c2nc2n3CCCCC2)CC1)N1CCN(c2ccccc2F)CC1	1	4	21	100	-12	100	5	21	-6
NC(=O)C1CCN(C(=O)CCC(=O)c2ccc(Br)cc2)CC1	-8	-1	16	91	6	102	-17	-14	3
CCOc1cc(/C=N/N2C(=O)NC3(CCCCC3)C2=O)cc(Br)c1O	4	-3	-3	100	-4	105	-9	6	2
CCN(CCCNC(=O)C1CCN(S(=O)(=O)N2CCC3(CC2)OCCO3)CC1)c1ccccc1	2	1	11	99	2	100	25	15	-1
C=CCNc1oc(-c2ccc(OCC)cc2)nc1C#N	2	-3	-9	100	-3	101	8	36	-2
COc1cc2cc(C(=O)NCCc3ccccc3)[nH]c2cc1OC	8	.	29	104	-2	102	-9	14	2
CCOC(=O)c1sc(NC(=O)CSc2nc(C)cc(C)c2C#N)c(C#N)c1C	3	6	-23	100	3	97	-13	12	1
Cc1ccc(C(=O)Nc2ccccc2-c2ccccc2)cc1[N+](=O)[O-]	2	-3	0	103	-1	103	6	25	5
Cc1ccc(OCC(=O)Nc2ccncc2)c(C)c1	-1	3	4	102	-15	101	-6	26	0
O=C(Cn1nnc(-c2ccc(Cl)cc2)n1)NCCC1=CCCCC1	1	4	9	95	-15	97	7	0	4
CN(C)S(=O)(=O)c1cc(C(=O)NCc2ccccc2)c(Cl)cc1Cl	-1	-2	-1	99	-16	98	4	-24	2
O=C(CP(=O)(c1ccccc1)c1ccccc1)N1CCOCC1	-5	-4	7	95	-12	101	-1	-7	4
CCOCCCNC(=S)N(CCN(C)C)Cc1cc2cc3c(cc2[nH]c1=O)OCCO3	2	7	4	104	1	102	14	6	2
CCN(CC)C(=O)CN(c1ccc(C)cc1)S(=O)(=O)c1ccc(SC)cc1	-2	7	19	97	-15	96	6	11	0
CC(=NCc1ccco1)c1c(C)[nH]n(-c2nc3ccccc3s2)c1=O	0	8	16	97	-2	99	1	-1	3
Cc1nn2cnc3sc4c(c3c2nc1=O)CCCC4	3	-2	4	100	3	102	7	26	-1
COc1ccccc1C(=O)NCCC(=O)N(Cc1ccco1)Cc1cccs1	3	-1	11	99	-6	99	-37	19	3
CCOC(=O)c1c(C)[nH]c(C)c1C(=O)CSc1nc2ccccc2n1CC	0	2	-9	102	-16	135*	-2	33	2

Ordered by value in IDE act (high to low): some entries from above
SMILES	MEKK2 mut-MEK5	IDE inh	SUMO HTRF inh	MEKK2wt PB1 HTS	pCIP destab	MEKK3 PB1 HTS	PfM18AAP inh	NALP1 inh	IDE act
Cc1ccc(C(=O)Nc2ccccc2-c2ccccc2)cc1[N+](=O)[O-]	2	-3	0	103	-1	103	6	25	5
COCC1CCN(Cc2c(C(=O)N3CCc4ccccc4C3)nc3ccc(Cl)cn23)C1 (stereo not given)	3	.	12	97	-9	101	7	-4	4
CCOC(=O)c1c(C)[nH]c(C)c1C(=O)CSc1nc2ccccc2n1CC	0	2	-9	102	-16	135*	-2	33	2
CCOC(=O)c1sc(NC(=O)CSc2nc(C)cc(C)c2C#N)c(C#N)c1C	3	6	-23	100	3	97	-13	12	1

Continuation.
SMILES	MEKK2 mut-MEK5	IDE inh	SUMO HTRF inh	MEKK2wt PB1 HTS	pCIP destab	MEKK3 PB1 HTS	PfM18AAP inh	NALP1 inh	IDE act
O=C(COC(=O)c1ccc(Br)cc1)NCCC1=CCCCC1	4	-4	8	98	-10	103	-7	14	-1
COc1cc(OC)cc(C(=O)Nc2ccc(-n3cnnn3)c(C)c2)c1	3	2	6	96	-4	102	-1	4	1
C/C(=N\NC(=O)c1ccn[nH]1)c1cn(C)nc1C	-1	2	-15	99	8	100	7	24	1
C=CCn1cnc2scc(-c3ccc(C)c(C)c3)c2c1=O	-7	-3	-12	90	-3	104	7	10	-4
COc1ccc(Sc2nc3ccccc3n3c(C(F)(F)F)nnc23)cc1	-1	0	5	92	-1	99	0	19	1
CCC(NC(=O)C1CCC1)c1ccccc1 (stereo not given)	7	1	-37	101	8	116	-9	15	2
CC1CCN(C(c2ccc(N(C)C)cc2)c2nnnn2Cc2ccc(F)cc2)CC1 (stereo not given)	-1	-2	-9	97	-15	97	13	-6	5
COc1ccc(N2CCN(Cc3cc(=O)oc4ccc(Cl)cc34)CC2)cc1	1	3	17	100	0	101	-3	-8	0
O=C(c1sc2ccccc2c1Cl)N1CCN(c2ccc(F)cc2)CC1	-5	-1	18	99	-12	99	0	14	4
COc1ccc(-n2c(C)cc(C(=O)Cn3nc(C(=O)O)c4ccccc4c3=O)c2C)cc1	-3	-1	-2	93	-15	97	-1	29	2
Brc1cccc(OCCOCCn2ccnc2)c1	4	-3	13	110	-8	102	19	-8	0
COc1ccc(CN2CCCC(C(=O)c3ccc(SC)cc3)C2)cc1Cn1cccn1 (stereo not given)	12	-2	-8	124	-1	103	-2	5	2
Cc1cccc(OCc2ccc(C(=O)Nc3ccc(F)cc3)cc2)c1	20	3	5	98	2	104	0	15	-4
Cc1ccc(S(=O)(=O)N2CCC(C(=O)N[C@@H](C)C(=O)Nc3ccc(F)cc3)CC2)cc1	-9	3	-5	93	5	94	-2	-8	6
C=CCn1c(SCC(=O)Nc2cc(C)nn2-c2ccccc2)nnc1C1CCCCC1	-6	6	17	91	-8	91	-10	16	-3
Cc1ccc(C)c(/C=N/n2cc(-c3ccccc3)[nH]c2=S)c1	-3	5	8	96	-14	101	29*	-6	-8
O=C(O)c1cccc(S(=O)(=O)N2CCC(Cc3ccccc3)CC2)c1	11	1	13	104	-7	106	0	2	4
COc1ccc(C(C)NC(=O)C2CCCC2)cc1 (stereo not given)	4	0	9	107	14	102	-3	-3	2
CCCn1cc2c(c1-c1ccc(C)cc1)c(=O)n(C)c(=O)n2C	-4	1	15	91	-12	95	5	5	-2
COc1ccc(-c2csc(NC(=O)C3CCCO3)n2)cc1 (stereo not given)	1	-3	7	99	1	98	-4	-10	-5
COc1cccc(OCC(O)CN2CCN(CCN3C(=O)c4cccc5cccc(c45)C3=O)CC2)c1 (stereo not given)	-11	4	18	113	1	99	-15	-9	5
Cc1onc(-c2ccccc2Cl)c1C(=O)N1CC(C)CC(C)C1 (stereo not given)	2	-1	6	106	-4	103	4	-6	0
CCC/C(O)=C1\C(=O)CC(c2ccccc2)CC1=NCCc1c(C)[nH]c2ccccc12 (stereo not given)	6	3	-25	103	-14	110	-6	22	-2
COCCNC(=O)C1CCC(CNS(=O)(=O)c2cccc3nsnc23)CC1 (stereo not given)	2	-3	16	104	2	98	-7	24	7
CC[C@@]1(c2ccccc2OC)C(=O)N(C(=O)OC)N1C(=O)OC	-6	7	1	97	1	102	5	16	1
CCOc1cc(CNCc2ccncc2)cc(Br)c1OCc1ccc(F)cc1	22	1	16	142*	-6	108	-2	51*	-8
COc1ccc(CCN2CC(C(=O)O)CC2=O)cc1 (stereo not given)	-7	0	7	94	-7	93	-2	12	0
Cc1ccc(OCC(=O)NCC2CCCO2)c(C)c1 (stereo not given)	-10	1	17	78	1	85	-12	-1	2
CC(Oc1ccc(Cl)cc1)C(=O)Nc1sccc1C(N)=O (stereo not given)	-2	8	-2	98	-1	98	-9	5	2
CC(OC(=O)c1nn(C(C)C)c(=O)c2ccccc12)C(=O)Nc1ncc(Cl)cc1Cl (stereo not given)	1	5	6	103	3	105	1	12	5
COc1ccc(NC(=O)c2ccccc2NC(=O)C2CC=CCC2C(=O)O)cc1 (stereo not given)	-1	.	-8	100	11	99	-2	9	2
O=C(O)CSc1c2c(nc3cc(C(=O)Nc4cccc(C(F)(F)F)c4)ccc13)CCCC2	2	1	6	105	4	104	1	17	-2
Cc1ccc(NC(=O)COc2ccc(/C=N\NC(=O)c3cccnc3)cc2)cc1C	-6	.	4	94	5	95	-2	6	3
COc1cccc(-n2c(SCC(=O)N3CCOCC3)nnc2-c2c[nH]c3ccccc23)c1	1	1	9	97	-13	97	2	-1	5
O=[N+]([O-])c1ccc(NCc2ccc(Cl)cc2)nc1	-5	7	11	98	0	100	-10	22	2
Cc1ccc(-c2cc(C(=O)Nc3sc4c(c3C(=O)NCc3ccco3)CCC4)[nH]n2)c(O)c1	-1	2	-22	96	-19	110	4	14	2
Cc1cccc(OCc2n[nH]c(=S)o2)c1C	1	8	-8	99	1	99	0	-2	3
O=C1CSC(c2cccc(F)c2)N1c1ccccc1 (stereo not given)	-2	-1	13	98	-8	95	-3	1	2
Oc1ccc(/C=C/c2nc(-c3ccccc3O)n(-c3ccccc3)n2)cc1	-4	-6	-10	96	-10	99	-4	10	7
O=C(Nc1ccc(Cl)cn1)c1cnn2cccnc12	26*	3	-5	115	15	115	0	14	0
O=C1C2CC=C(Cl)CC2C(=O)N1CCC[n+]1cccc2ccccc21 (stereo not given)	2	3	5	106	-4	117	-1	20	-2
CC(C)(C)C(=O)OC/C(N)=N/OC(=O)c1ccc(Cl)cc1	-6	1	5	97	-17	98	-2	11	8
O=C(NCc1nc(-c2ccc(Cl)cc2)no1)c1ccco1	-3	8	5	97	2	101	-5	23	0
Cn1c2c(c(=O)n(C)c1=O)C(NC(=O)c1cccs1)(C(F)(F)F)C(=O)N2 (stereo not given)	4	3	25	119	-4	116	3	1	-1

Some of the compounds tested; the hit share may differ from the screen's.
